Pf apPOL inh: Pf-apPOL inhibitors, biochemical, fluorescence | Plasmodium falciparum apicoplast DNA polymerase (apPOL) | Recombinant Pf-apPOL, molecular beacon fluorescence, 1.5 h | inhibition, % at 10 µM | actives 0.25% (n = 210,000) | AID 1794808, 2022
mHTT-CaM PPI inh: mutant huntingtin-calmodulin interaction inhibitors – biochemical, AlphaScreen, primary screen; P42858; AlphaScreen His-mHTT/GST-CaM binding, luminescence; inhibition, % at 15 µM; actives 3.6% (n = 190,000); AID 1671202, 2021;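 further: 0% = both proteins with DMSO and 100% = one protein alone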
Target sequence (P42858 whole entry, looked up, stated change not applied): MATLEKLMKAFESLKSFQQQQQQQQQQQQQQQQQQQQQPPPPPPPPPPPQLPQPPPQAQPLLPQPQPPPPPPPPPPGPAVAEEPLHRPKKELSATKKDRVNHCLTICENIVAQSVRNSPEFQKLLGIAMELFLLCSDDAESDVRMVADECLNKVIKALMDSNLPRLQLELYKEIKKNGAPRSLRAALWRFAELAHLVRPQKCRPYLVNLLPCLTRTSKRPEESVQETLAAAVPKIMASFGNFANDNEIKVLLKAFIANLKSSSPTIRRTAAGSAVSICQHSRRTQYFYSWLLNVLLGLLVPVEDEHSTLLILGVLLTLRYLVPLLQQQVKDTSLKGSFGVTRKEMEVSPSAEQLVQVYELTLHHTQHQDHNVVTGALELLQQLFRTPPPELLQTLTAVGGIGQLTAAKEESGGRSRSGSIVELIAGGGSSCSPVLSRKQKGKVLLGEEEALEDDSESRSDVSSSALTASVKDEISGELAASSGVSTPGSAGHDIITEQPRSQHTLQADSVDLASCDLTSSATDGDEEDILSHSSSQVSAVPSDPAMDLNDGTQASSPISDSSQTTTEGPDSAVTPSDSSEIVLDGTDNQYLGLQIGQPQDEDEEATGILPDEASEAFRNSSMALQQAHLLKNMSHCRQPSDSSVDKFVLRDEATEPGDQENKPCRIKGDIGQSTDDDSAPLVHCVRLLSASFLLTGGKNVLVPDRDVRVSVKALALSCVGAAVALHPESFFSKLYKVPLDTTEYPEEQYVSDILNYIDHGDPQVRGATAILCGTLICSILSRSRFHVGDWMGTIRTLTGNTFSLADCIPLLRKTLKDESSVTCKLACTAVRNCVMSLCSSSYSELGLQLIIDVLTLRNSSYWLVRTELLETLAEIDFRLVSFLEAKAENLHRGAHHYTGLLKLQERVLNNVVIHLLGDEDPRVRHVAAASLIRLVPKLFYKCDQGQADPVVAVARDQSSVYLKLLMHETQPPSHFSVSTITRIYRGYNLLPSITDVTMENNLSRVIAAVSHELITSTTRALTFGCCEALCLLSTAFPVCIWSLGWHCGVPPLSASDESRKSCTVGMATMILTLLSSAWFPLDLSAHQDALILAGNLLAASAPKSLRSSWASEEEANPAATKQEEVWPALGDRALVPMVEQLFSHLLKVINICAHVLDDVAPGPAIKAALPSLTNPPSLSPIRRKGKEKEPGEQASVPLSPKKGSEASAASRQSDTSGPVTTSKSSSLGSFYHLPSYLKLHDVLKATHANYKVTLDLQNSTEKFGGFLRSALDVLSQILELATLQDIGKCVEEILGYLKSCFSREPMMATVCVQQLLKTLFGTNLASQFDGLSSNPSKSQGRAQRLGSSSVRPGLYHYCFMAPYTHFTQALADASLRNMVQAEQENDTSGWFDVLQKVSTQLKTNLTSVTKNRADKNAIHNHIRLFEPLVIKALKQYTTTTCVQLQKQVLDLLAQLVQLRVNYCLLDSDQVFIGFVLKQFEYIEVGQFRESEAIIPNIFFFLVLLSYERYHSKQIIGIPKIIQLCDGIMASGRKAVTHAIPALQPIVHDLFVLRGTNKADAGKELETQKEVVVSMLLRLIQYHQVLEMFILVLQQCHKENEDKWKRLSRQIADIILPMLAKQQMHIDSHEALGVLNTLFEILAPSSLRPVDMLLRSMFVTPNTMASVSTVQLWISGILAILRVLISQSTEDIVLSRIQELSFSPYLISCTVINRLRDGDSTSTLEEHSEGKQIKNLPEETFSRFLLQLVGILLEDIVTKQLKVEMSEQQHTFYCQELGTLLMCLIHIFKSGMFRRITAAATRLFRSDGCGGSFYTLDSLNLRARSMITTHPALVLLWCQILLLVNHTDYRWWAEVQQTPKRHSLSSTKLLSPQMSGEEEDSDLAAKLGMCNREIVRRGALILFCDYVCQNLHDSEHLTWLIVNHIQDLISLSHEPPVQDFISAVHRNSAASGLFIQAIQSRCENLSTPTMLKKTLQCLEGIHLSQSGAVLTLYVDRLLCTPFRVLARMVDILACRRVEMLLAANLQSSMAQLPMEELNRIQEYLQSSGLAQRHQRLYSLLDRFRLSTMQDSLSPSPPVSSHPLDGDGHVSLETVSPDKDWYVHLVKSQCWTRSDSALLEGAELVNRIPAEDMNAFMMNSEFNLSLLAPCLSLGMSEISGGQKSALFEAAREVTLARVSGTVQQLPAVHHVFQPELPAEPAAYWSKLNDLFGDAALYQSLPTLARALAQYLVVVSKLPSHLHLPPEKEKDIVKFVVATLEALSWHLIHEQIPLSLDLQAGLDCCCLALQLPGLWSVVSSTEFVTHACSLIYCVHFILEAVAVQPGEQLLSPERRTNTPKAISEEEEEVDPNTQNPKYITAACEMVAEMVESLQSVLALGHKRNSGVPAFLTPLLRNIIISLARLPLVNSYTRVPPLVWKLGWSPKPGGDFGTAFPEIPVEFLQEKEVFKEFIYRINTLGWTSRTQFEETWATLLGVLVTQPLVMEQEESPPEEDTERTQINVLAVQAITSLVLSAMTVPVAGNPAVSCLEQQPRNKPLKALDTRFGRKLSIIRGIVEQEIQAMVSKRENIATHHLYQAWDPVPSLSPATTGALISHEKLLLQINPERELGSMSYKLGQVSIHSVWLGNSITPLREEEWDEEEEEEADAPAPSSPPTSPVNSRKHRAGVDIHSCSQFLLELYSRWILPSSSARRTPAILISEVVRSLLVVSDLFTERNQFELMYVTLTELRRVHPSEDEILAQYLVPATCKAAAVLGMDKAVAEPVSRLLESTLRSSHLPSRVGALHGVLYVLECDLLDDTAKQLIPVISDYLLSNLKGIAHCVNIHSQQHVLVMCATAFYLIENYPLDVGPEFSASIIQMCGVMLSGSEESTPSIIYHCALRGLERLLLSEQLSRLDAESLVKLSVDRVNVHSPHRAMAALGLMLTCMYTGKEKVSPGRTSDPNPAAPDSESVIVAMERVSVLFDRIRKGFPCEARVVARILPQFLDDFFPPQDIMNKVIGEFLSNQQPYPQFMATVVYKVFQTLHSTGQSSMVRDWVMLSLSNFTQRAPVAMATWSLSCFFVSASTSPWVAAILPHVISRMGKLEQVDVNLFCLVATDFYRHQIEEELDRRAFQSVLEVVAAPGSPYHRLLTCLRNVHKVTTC
Numbers without * were called inactive; i = inactive; / = no result given; & = joins results of further samples. No stated cut-off is given here; in the data, active means inhibition above about 50%; inactive means the rest.

Below each SMILES – mHTT-CaM PPI inh, Pf apPOL inh
1. CN(C)CCn1c2c(c3ccccc31)CCCn1nnnc1-2
  56*, -12
2. Cc1ccsc1C1C(C#N)=C(N)SC2=C1C(=O)CC(C)(C)C2 (configuration not stated)
  7, 0
3. Cn1ccnc1SCC(=O)Nc1ccc([N+](=O)[O-])cc1
  8, -1
4. CCOc1ccc(S(=O)(=O)N2CCCc3ccccc32)c2cccnc12
  26, -4
5. CC1(C)CC(=O)c2nc(N)sc2C1
  3, -8
6. Cc1cccn2cc(C(=O)NCc3ccc4c(c3)OCO4)nc12
  -4, 1
7. CCOc1ccc(CNC(=O)c2cc3n(n2)CCCN(Cc2cccc(C)c2)C3=O)cc1
  3, 3
8. CCC(=O)N1CCc2cc(S(=O)(=O)Nc3cc(Cl)ccc3OC)ccc21
  14, -4
9. COc1ccc(-n2c(O)c(C=Nc3ccc(Br)cc3)c3ccccc3c2=O)cc1
  -2, -3
10. O=C1NN(c2ccc(Cl)cc2)C(=O)/C1=C/c1cccc(Br)c1
  95*, -5
11. COc1cccc(C2C3CN(C(C)C)CC=C3C(C#N)=C(N)C2(C#N)C#N)c1OC (configuration not stated)
  16, -3
12. CC(=O)c1cccc(NC(=O)C2CCN(c3ccncc3)CC2)c1
  2, -3
13. O=C(CNC(=O)Cn1ccc2ccccc2c1=O)NCc1ccccn1
  -4, -4
14. O=C1C2=C(SC3OC(CO)C(O)C(O)C3O2)C(=O)c2ccccc21 (configuration not stated)
  /, -4
15. COc1ccc(-n2nc(C(=O)NCC(=O)NC(C)C)c3ccccc3c2=O)cc1Cl
  24, -1

Entries shown so far containing bromine, in the order listed:
Below each SMILES – mHTT-CaM PPI inh, Pf apPOL inh
9. COc1ccc(-n2c(O)c(C=Nc3ccc(Br)cc3)c3ccccc3c2=O)cc1
  -2, -3
10. O=C1NN(c2ccc(Cl)cc2)C(=O)/C1=C/c1cccc(Br)c1
  95*, -5

Next section.
Below each SMILES – mHTT-CaM PPI inh, Pf apPOL inh
16. CC1(C)CC(=O)C(C=NC(CC(=O)O)C(=O)O)=C(O)C1 (configuration not stated)
  -2, -7
17. Cc1cc2c3c(c1)c(O)c(-c1ccccc1)c(=O)n3CCC2
  /, -5
18. CCCN(CCC)S(=O)(=O)c1ccc(Cl)c(OC)c1
  -38, -1
19. Cc1nc(-c2ccncc2)nc2c1CCC(=O)N2CCCN(C)C
  -4, -1
20. COCCN1C(=O)CSC12CCN(C(=O)Nc1cccc(C)c1C)CC2
  -4, -3
21. Cc1noc(C2(NC(=O)Cc3ccccc3C)CCCCC2)n1
  -6, -6
22. CCCCn1c(CN2C(=O)c3ccccc3C2=O)nc2ccccc2c1=O
  1, -4
23. Nc1nc(SCC(=O)NCc2ccc(F)cc2)ncc1S(=O)(=O)c1cccs1
  -8, 0
24. N#CC1=C(N)N(c2ncn[nH]2)C2=C(C(=O)CC(c3ccccc3)C2)C1c1ccccc1Cl (configuration not stated)
  22, -4
25. COC(=O)c1c(NC(=O)Cc2cccs2)sc2c1CCCC2
  -29, -2
26. O=C(c1cc(-c2ccco2)on1)N1CCC(COCc2ccccc2)CC1
  28, 12
27. COCCCNC(=O)c1ccc(N2CCNC(c3ccccc3)C2)nc1 (configuration not stated)
  0, -3
28. COc1ccc(OC)c(CN2CCN(C(=O)c3ccc([N+](=O)[O-])cc3)CC2)c1
  15, -6
29. COc1ccc(-c2cnc(S(=O)CC(=O)NCc3ccc(F)cc3)n2C)cc1 (configuration not stated)
  -14, -12
30. COc1ccc(Br)cc1/C=C1\N=C(c2ccc([N+](=O)[O-])cc2Cl)OC1=O
  -1, -2
31. C=CCNC(=O)/C(=C\c1cccc(Br)c1)NC(=O)c1ccco1
  -2, 0
32. CC(C)(C)c1ccc(S(=O)(=O)Nc2nccs2)cc1
  16, -1
33. C=CCNC(=O)CN(c1cccc(Br)c1)S(=O)(=O)c1ccccc1
  -4, -12
34. Cc1cc(C)c(CSc2nnnn2-c2ccc(C(=O)O)cc2)c(C)c1
  -1, -4
35. COc1ccc(-c2c(C(F)(F)F)oc3cc(O)ccc3c2=O)cc1
  -1&10, -2&-9
36. COc1ccc(CC(=O)Nc2c3c(nn2C(C)(C)C)CSC3)cc1
  22, -2
37. NCCCNc1nc(-c2ccccc2O)nc2ccccc12
  7, -5
38. CN(C)c1ccc(CNC(=O)CN2CCN(C(=O)Nc3ccc(F)cc3)CC2=O)cc1
  -7, -5
39. C=CCSC(=Nc1ccccc1)C(C#N)c1nc2ccccc2[nH]1 (configuration not stated)
  /, -2
40. Cn1c(SCC(=O)NC2CC2)nnc1-c1ccc(NC(=O)c2ccccc2Cl)cc1
  -2, 5
41. O=C(O)C(NC(=O)c1ccccc1)=C1CCCCC1
  -1, 6
42. O=C1NC2(CCN(C(=O)c3cccc(F)c3)CC2)Nc2c(Cl)cccc21
  11, -1
43. CCC(=O)NCCc1csc(C2CCN(C(=O)Nc3ccc(F)cc3)CC2)n1
  5, -6
44. COC(=O)c1sccc1NC(=O)c1ccno1
  /, -14
45. COCCn1cc2c3c(cccc31)CN(C(=O)Nc1cc(F)ccc1F)CC2
  10, 0
46. CSCCC(C(=O)O)N1C(=O)c2c(Cl)c(Cl)c(Cl)c(Cl)c2C1=O (configuration not stated)
  4, -5
47. CN1C(=O)c2ccc(NC(=O)c3ccc(S(=O)(=O)N4CCOCC4)cc3)cc2C1=O
  13, -5
48. CCc1cccc(CC)c1N(COC)C(=O)Cn1c(CO)nc2ccccc21
  20, -4
49. C=CCNCCCOc1ccc(Cl)c(Cl)c1
  2, -4
50. CN(C)C1CN(C(=O)c2ccoc2)CCC1(O)c1ccccc1 (configuration not stated)
  -5, -3
51. CCCn1ncc(N2CCC(C(=O)N3CCc4ccccc4C3)CC2)cc1=O
  -2, -7
52. FC(F)(F)c1cc(-c2ccco2)nc(N2CCOCC2)n1
  -32, -10
53. COc1c(S(=O)(=O)n2nc(C)cc2C)ccc(Cl)c1Cl
  0, -10
54. S=C(NC1CC2CCC1C2)NN1C2CSC1CS2 (configuration not stated)
  /, -2&-5
55. COc1ccccc1NCN1C(=O)S/C(=C\c2ccc(OC)c(OC)c2)C1=O
  14, -5
56. O=C1C(=Cc2ccccc2)SC(=S)N1c1cccc(Br)c1
  /, -8&4
57. Cc1cccc(C2=NN(C(=O)CN3CCOCC3)C(c3ccc(Cl)cc3)C2)c1 (configuration not stated)
  79*, -2
58. Cc1ccc(C)c(NC(=O)c2ccc(-c3cncnc3)nc2)c1
  -7, -2
59. Cc1c(Cl)cccc1S(=O)(=O)N1CCc2nc[nH]c2C1
  2, 0
60. O=C(COc1ccc(-c2ccccc2)cc1)NCC1CCCO1 (configuration not stated)
  -4&-4, -4&-7

Compounds listed so far that have a CF3 group:
Below each SMILES – mHTT-CaM PPI inh, Pf apPOL inh
35. COc1ccc(-c2c(C(F)(F)F)oc3cc(O)ccc3c2=O)cc1
  -1&10, -2&-9
52. FC(F)(F)c1cc(-c2ccco2)nc(N2CCOCC2)n1
  -32, -10

The results go on.
Below each SMILES – mHTT-CaM PPI inh, Pf apPOL inh
61. Cc1c(Cl)cccc1NC(=O)c1cccnc1
  -1, -3
62. Cc1ccc2c(c1)N(C(C)C)N=C(C(=O)N1CCCC1)S2(=O)=O
  -3, 2
63. COc1ccc(CCCC(=O)Nc2ccc(I)cc2C)cc1
  -4, 93*
64. CC1CCc2nc(NC(=O)c3ccc(S(=O)(=O)N(C)Cc4ccco4)cc3)sc2C1 (configuration not stated)
  -6, -1
65. Cc1ccc(S(=O)(=O)N2CCC(n3c(-c4ccoc4)nc4cccnc43)C2)cc1F (configuration not stated)
  6, -6
66. Cc1cc(C)nc(SCc2noc(-c3ccc(Cl)cc3)n2)n1
  -11, 1
67. COc1ccccc1N1CCN(C(=O)CCC(=O)N2CCN(c3ccccc3OC)CC2)CC1
  -2, 1
68. Cc1ccc(N(C(=O)c2ccc(Br)o2)C2C=CS(=O)(=O)C2)cc1 (configuration not stated)
  3, 1
69. Cc1cccc(-n2nc3c(c2NC(=O)c2cc(Cl)ccc2Cl)CS(=O)(=O)C3)c1C
  2, -3
70. N#Cc1cccc(C(=O)N2CCC(CCOc3ccc(F)cc3)CC2)c1
  2, 2
71. COc1ccc(C2C(C(=O)Nc3ccc(F)c(Cl)c3)CC(=O)N2c2ccc(OC)cc2)cc1 (configuration not stated)
  100*, -5
72. COc1ccc(OC)c(NC(=O)CS(=O)(=O)c2cccc3nsnc23)c1
  10, -23
73. O=C(Nc1nc2c(s1)CN(C(=O)Cn1c(=O)oc3ccccc31)CC2)C1CCCO1 (configuration not stated)
  -6, -4
74. CCc1ccc(NC(=O)CCN2C(=O)c3cccnc3C2=O)cc1
  7, -59
75. COC(=O)c1ccccc1NC(=O)N1CCCN(C2CCN(CC3CC3)C2=O)CC1 (configuration not stated)
  12, -9

Given with each value named: 4 of the compounds above.
72. COc1ccc(OC)c(NC(=O)CS(=O)(=O)c2cccc3nsnc23)c1
  mHTT-CaM PPI inh: 10
  Pf apPOL inh: -23
73. O=C(Nc1nc2c(s1)CN(C(=O)Cn1c(=O)oc3ccccc31)CC2)C1CCCO1 (configuration not stated)
  mHTT-CaM PPI inh: -6
  Pf apPOL inh: -4
74. CCc1ccc(NC(=O)CCN2C(=O)c3cccnc3C2=O)cc1
  mHTT-CaM PPI inh: 7
  Pf apPOL inh: -59
75. COC(=O)c1ccccc1NC(=O)N1CCCN(C2CCN(CC3CC3)C2=O)CC1 (configuration not stated)
  mHTT-CaM PPI inh: 12
  Pf apPOL inh: -9

Continued.
Below each SMILES – mHTT-CaM PPI inh, Pf apPOL inh
76. CCC(=NOC(=O)NS(=O)(=O)c1ccc(C)cc1)c1ccc(-c2ccccc2F)cc1
  /, -3
77. COc1ccc(OC)c(C2C(C#N)=C(N)Oc3cc(O)c(Cl)cc32)c1 (configuration not stated)
  26, -3
78. C=C(C)COc1ccc(/C=C(/NC(=O)c2ccccc2)C(=O)O)cc1OCC
  -2, -2
79. COc1ccc(C=C2C(=O)OC(C)(C(C)(C)C)OC2=O)cc1OC (configuration not stated)
  2, 6
80. Nc1ccccc1S(=O)(=O)Nc1cccc2cccnc12
  100*, -19
81. O=C1CC(SCc2ccc(Cl)cc2)C(=O)N1c1ccccc1 (configuration not stated)
  /, -10&-8
82. CCOC(=O)N1CCc2nn(CC(=O)Nc3ccc(F)c(F)c3)c(=O)cc2C1
  12, -3
83. COC(=O)c1ccc2c(c1)nnn2C(C)C
  /, -4
84. Cc1ccnc(N2CCC(C(=O)N3CCC(Cc4ccccc4)CC3)CC2)n1
  10, -2
85. O=C(C1=CN(c2ccc3c(c2)CCC3)c2cc(F)ccc2S1(=O)=O)N1CCOCC1
  5, 0
86. CC(=O)NC1=NC(=O)/C(=C\c2ccc(-c3ccc(F)cc3)o2)S1
  -1, 2
87. Cc1cc(=O)[nH]c(-c2cccs2)n1
  /, 0&1
88. COc1ccc2c(=O)c(-c3ccc4c(c3)OCCCO4)coc2c1
  -3, -1
89. COCCNC(=O)c1cnn2c1NC(c1cccc(OC)c1)CC2C(F)(F)F (configuration not stated)
  0, -4
90. Cc1ccc(C2CN(C(=O)c3ccc(F)cc3)CC2C(=O)NCC(C)C)cc1 (configuration not stated)
  15, 3
91. Cc1noc(C)c1S(=O)(=O)N1CCC(CC(=O)NCCCN(C)c2ccccc2)CC1
  18, -6
92. CCOc1cc(/C=C2\NC(=O)N(Cc3ccc(Cl)cc3)C2=O)ccc1OCC(N)=O
  32, -4
93. c1ccc(-n2ncc3c(NCCc4c[nH]c5ccccc45)nnnc32)cc1
  26, -2
94. O=C(Cc1ccccc1)N1CCCC(c2nc(-c3ccccc3)n[nH]2)C1 (configuration not stated)
  9, -3
95. CCN(CC)c1ccc(/C=C2/NC(=O)NC2=O)c(OC)c1
  25, -2
96. O=C(O)/C=C/c1ccc(S(=O)(=O)Nc2cccnc2)cc1
  -9, 1
97. Cc1cc(OCc2nc(-c3cccc([N+](=O)[O-])c3)no2)ccc1Cl
  -4, 26
98. CCOc1ccccc1NS(=O)(=O)CC
  -3, -5
99. Cc1ccc(CNC(=O)C2(c3ccc(NC(=O)C4CC4)cc3)CCC2)cc1
  -2, 5
100. O=C(/C=C/c1ccccc1)Nc1cc2cccc([N+](=O)[O-])c2oc1=O
  2, 3
101. CCOc1ccc(N2CC(C(=O)Nc3ccc(F)cc3)CC2=O)cc1 (configuration not stated)
  -3, -5
102. Cc1ccc(CNC(=O)c2c(C)sc3ncnc(N4CCCCC4)c23)cc1
  9, 0
103. Cc1ccc(OCC(=O)O/N=C(\N)c2ccccn2)c(C)c1
  i, -4
104. Cc1ccc2nc(C3CN(C(=O)c4c(F)cccc4F)C3)[nH]c2c1
  23, -6
105. CCn1cnc2c1c(=O)n(Cc1ccccc1)c(=O)n2-c1ccc(F)cc1
  1, -4
106. Cc1ccc2c(c1)C(=O)N1CCCC1C(=O)N2CC(=O)NCCCN1CCCC1 (configuration not stated)
  7, -7
107. N#Cc1ccc[n+](CC(=O)c2ccc(NC(=O)c3ccccc3)cc2)c1
  4, 0
108. CCOC(=O)Nc1nc(CC(=O)NCc2ccccc2OC)cs1
  -3, -12
109. O=c1[nH]c(SCc2ccccc2)nc2ccccc12
  1&4, 1&4
110. COc1ccc(-c2cc(C(=O)N3CCCC3c3ccccc3C)on2)cc1 (configuration not stated)
  -4, -2
111. COc1c(C)cnc(CN2CCn3c2nc(C)c(C)c3=O)c1C
  -6, -2
